# RTF Ca sens inh – cardiac RTF calcium desensitization | IANBD-labeled cardiac RTF, Ca2+ fluorescence | P19429+P45379 | inhibition, % at 7.15 µM | 340,000 compounds, 0.12% hits | AID 493244;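 active means inhibition above the mean inhibition of all tested compounds plus 3 SD, cut at about 17% in these data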;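 further: assay run at fixed EC70 calcium of 1.6 mM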
# CAL PDZ FP-1 – human CAL PDZ-peptide interaction inhibition. Q9HD26. AID 504414. 330,000 compounds, 0.02% hits. inhibition, % at 20 µM. purified CAL PDZ, TMR-peptide fluorescence polarization, 1 h;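 active means highest replicate inhibition of at least 40%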;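 further: plate controls were DMSO neutral control wells for no effect and unlabeled competitor peptide control wells for full effect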
#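 material = purified tagged CAL PDZ domain construct (CerCALP) | compound dosing = 20 µM, one dose | times = 1 h at RT | measured by = fluorescence polarization from S- and P-plane intensities, G-factor corrected | read-out = inhibition from polarization loss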
# DAGLB inhibitor – diacylglycerol lipase beta (human) inhibition; Q8NCG7; HEK293T DAGLB membrane lysate, EnzChek fluorogenic substrate; inhibition, % at 5.17 µM; 340,000 compounds, 0.059% hits; AID 504411; in the data active means inhibition above about 34%;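 further: 0% = enzyme with vehicle and 100% = wells lacking enzyme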
# Target sequence (Q8NCG7 whole entry, looked up): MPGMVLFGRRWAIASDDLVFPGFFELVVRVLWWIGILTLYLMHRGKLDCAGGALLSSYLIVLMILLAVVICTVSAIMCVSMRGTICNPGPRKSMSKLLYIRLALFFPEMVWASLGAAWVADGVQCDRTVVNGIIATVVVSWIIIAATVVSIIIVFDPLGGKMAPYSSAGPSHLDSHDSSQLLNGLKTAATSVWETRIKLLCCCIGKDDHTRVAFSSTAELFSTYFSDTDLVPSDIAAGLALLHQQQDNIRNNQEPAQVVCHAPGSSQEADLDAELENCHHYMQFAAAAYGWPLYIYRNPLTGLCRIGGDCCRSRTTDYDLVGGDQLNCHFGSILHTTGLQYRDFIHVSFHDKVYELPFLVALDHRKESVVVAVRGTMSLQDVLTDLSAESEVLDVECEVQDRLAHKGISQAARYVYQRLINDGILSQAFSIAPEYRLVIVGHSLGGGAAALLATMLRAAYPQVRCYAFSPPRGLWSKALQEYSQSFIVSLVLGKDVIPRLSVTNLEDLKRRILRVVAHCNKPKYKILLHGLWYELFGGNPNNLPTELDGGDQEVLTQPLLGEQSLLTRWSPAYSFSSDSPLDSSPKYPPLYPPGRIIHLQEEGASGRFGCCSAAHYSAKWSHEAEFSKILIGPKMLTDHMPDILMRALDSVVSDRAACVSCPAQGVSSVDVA
# LANA DNA inh – inhibitors of KSHV LANA C-terminal domain DNA binding. MBP-C-LANA/FAM-LBS DNA binding, fluorescence polarization. inhibition, % at 9 µM. 340,000 compounds, 0.078% hits. AID 504423;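 active means highest replicate inhibition at or above 60% at 9 µM, even if other replicates fall short; inactive means all replicates below 60% inhibition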;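 further: 0% = neutral control wells and 100% = 4 µM acridine orange control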
# PKA-R2B activ – PKA-R2B complex activation; P22694+P31323; PKA-R2B holoenzyme dissociation, Cy5-IP20 fluorescence polarization; R2B truncated from residue 108, S112A mutant; 0% DMSO only, 100% 113 µM cGMP; activation, % at 11.4 µM; 340,000 compounds, 0.079% hits; AID 504700;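 active means activation above a cutoff set at the mean over all compounds plus 3 SD, cut at about 18% in these data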;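 further: higher means more holoenzyme dissociation and a rise in polarization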
# Target sequence (P31323 whole entry, looked up, other chains not shown, the tested form may be a part): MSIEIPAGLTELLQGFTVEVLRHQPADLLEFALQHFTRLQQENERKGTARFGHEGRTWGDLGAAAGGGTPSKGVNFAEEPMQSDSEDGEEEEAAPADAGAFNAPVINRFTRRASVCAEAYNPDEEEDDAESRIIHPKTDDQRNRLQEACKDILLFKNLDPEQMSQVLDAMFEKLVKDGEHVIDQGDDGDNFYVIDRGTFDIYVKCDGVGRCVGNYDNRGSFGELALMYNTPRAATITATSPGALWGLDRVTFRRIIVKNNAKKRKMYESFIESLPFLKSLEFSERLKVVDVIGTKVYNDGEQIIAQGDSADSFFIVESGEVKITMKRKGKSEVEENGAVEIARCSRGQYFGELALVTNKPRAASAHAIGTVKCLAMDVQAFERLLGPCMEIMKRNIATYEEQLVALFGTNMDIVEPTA
# Keap1-Nrf2 PPI – inhibitors of human Keap1-Nrf2 protein-protein interaction | inhibition, % at 9.4 µM | Keap1 Kelch-Nrf2 peptide fluorescence polarization, 1536-well | 340,000 compounds, 0.15% hits | Q14145; in the data active means inhibition above about 12%; inconclusive means no clear call, values can overlap the other calls; inactive means below about 7.3%;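 further: human Keap1 Kelch domain with fluorescein labeled Nrf2 9mer peptide probe; 0% = neutral control wells and 100% = peptide positive control; higher means more block of Keap1 binding to Nrf2 peptide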
# SR-BI DiI-HDL act – SR-BI HDL lipid transfer activation | CHO ldlA[mSR-BI] cells, DiI-HDL uptake fluorescence, 3 h; 100 = double the neutral-control signal | activation, % at 12.5 µM | 320,000 compounds, 0.096% hits;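 active means mean replicate activation of at least 60% and every replicate at or above 60%; inconclusive means mean or all-replicate condition met, but not both; inactive means mean below 60% and not all replicates reaching 60%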;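 further: 0% = median plate neutral-control signal and 100% = twice that signal; values of inactives mirror those of a sister screen read the other way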
#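 Test system: SR-BI-overexpressing, LDLR-lacking CHO cells. Measured by: DiI fluorescence, bottom read. Medium: Ham's F12 with 0.5% BSA, HEPES 25 mM, pH 7.4. Timing: 3 h uptake period with compound, 37 °C.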
# Rtt109 Vps75 – inhibitors of Candida albicans Rtt109/Vps75 histone acetyltransferase; 330,000 compounds, 0.16% hits; purified Rtt109/Vps75, ThioGlo CoA-SH fluorescence, 4 h; inhibition, % at 34.9 µM;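 active means inhibition of at least 50% in every replicate; inconclusive means best replicate reaches 50% inhibition but some replicates fall short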
# CAL PDZ FP-2 – inhibitors of human CAL PDZ peptide binding; Q9HD26; purified CAL PDZ, TMR-peptide fluorescence polarization, 1 h; inhibition, % at 24.9 µM; 300,000 compounds, 0.92% hits; AID 602252;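 active means mean inhibition of at least 30% with at least half of replicates also reaching 30%; inconclusive means no clear call, values can overlap the other calls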;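 further: 0% = DMSO neutral control and 100% = excess unlabeled competitor peptide PRC23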
# cardiac RTF act – cardiac RTF calcium sensitization; P19429+P45379; 340,000 compounds, 0.24% hits; IANBD-labeled TnC RTF fluorescence at EC20 calcium; 0% EC20 calcium, 100% full calcium; activation, % at 7.2 µM;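 active means activation above the mean over all tested compounds plus 3 SD, cut at about 30% in these data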;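 further: rise in fluorescence read as greater calcium sensitivity of cardiac thin filaments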
# * hit, by the source's call; ? = inconclusive; · = no result given.
1) COc1ccccc1-c1ccc(SCC(=O)NC2CCCC2)nn1
2) CCS(=O)(=O)N1CCCC(C(=O)NCc2cccc(OC)c2)C1 (centres undefined)
3) O=C1C(c2ccccc2)NC(=S)N1C1CCCCC1 (centres undefined)
4) O=C1OCCN1CC(=O)N1CCc2c([nH]c3ccccc23)C1c1ccccn1 (centres undefined)
5) Cc1ccc(S(=O)(=O)N2CCOCC2)cc1C(=O)OCC(=O)NC1CC1
6) O=C(Nc1sc2c(c1-c1nc3ccccc3[nH]1)CCCC2)C1CC1
7) CC[C@@H]1C/C=C\Cc2ccccc2[C@@H](C(=O)C[C@H](O)CC(C)=O)OC1=O
8) O=[N+]([O-])c1ccc(N2CCN(CCOc3nonc3-c3ccccc3)CC2)c(Cl)c1
9) COc1ccc(C(=O)NNS(=O)(=O)c2ccccc2)cc1OC
10) O=C(CSc1nnc(-c2cccnc2)n1Cc1ccco1)N1CCc2ccccc21

entry no.,1,2,3,4,5,6,7,8,9,10
RTF Ca sens inh,-12.8,-6.8,-6.3,-18.7,-1.5,9.3,-0.8,-14.7,-2.4,-2.7
CAL PDZ FP-1,-3.0,-1.4,-1.9,-1.1,-0.1,-2.2,0.4,-0.5,0.2,-1.9
DAGLB inhibitor,1.2,-1.2,4.1,0.7,0.0,-2.4,1.4,0.5,0.3,0.4
LANA DNA inh,-0.8,1.9,0.9,-1.2,-0.2,2.6,-2.0,-1.0,-2.1,1.1
PKA-R2B activ,5.4,-1.4,-4.1,-0.4,-4.8,-9.2,-1.5,-4.2,0.0,-3.3
Keap1-Nrf2 PPI,-6.3,2.3,-4.3,-3.6,1.3,-1.0,-2.1,-3.4,-1.3,1.3
SR-BI DiI-HDL act,3.5,16.2,28.1,7.1,-4.5,·,-21.3,4.3,35.8,-2.6
Rtt109 Vps75,3.5,7.1,-14.0,-5.3,-3.7,2.0,-5.0,-0.4,-2.2,-5.6
CAL PDZ FP-2,-4.1,-1.2,·,·,-4.2,0.5,-7.1,-5.6,-4.5,?
cardiac RTF act,2.3,2.6,4.1,13.4,-2.6,2.0,-3.3,-3.3,2.9,0.7

11) CC(C)NC(=O)C1CCN(C(=O)c2cc3sccc3n2Cc2ccc(F)cc2)CC1
12) CCCCNc1cc(Cl)nc(N)n1
13) O=C(NCc1ccccn1)c1cc(S(=O)(=O)N2CCCCCC2)ccc1Cl
14) CC1CCN(CC(=O)Nc2ccc(N3CCCCCC3)cc2)CC1
15) COc1cccc(CC(NC(C)=O)C(=O)NC2CCN(S(=O)(=O)c3ccc(NC(C)=O)cc3)CC2)c1 (centres undefined)
16) COc1ccc(C(=O)COC(=O)C(CCCCN2C(=O)C3C4C=CC(C4)C3C2=O)N2C(=O)C3C4C=CC(C4)C3C2=O)cc1 (centres undefined)
17) O=C(NC1CCCC1)c1ccccc1-c1ccccc1
18) O=C(O)c1ccc(C(=O)Nc2cccc(NC(=O)C3CCCO3)c2)cc1 (centres undefined)
19) CCCn1nc(C(=O)NC2CC2)c2ccccc2c1=O
20) Cc1cccc(C(=O)NC(=S)NNC(=O)COc2ccc(Cl)cc2)c1

entry no.,11,12,13,14,15,16,17,18,19,20
RTF Ca sens inh,-7.1,-9.3,-3.4,-0.2,-0.3,-7.1,0.7,3.3,-10.4,-9.0
CAL PDZ FP-1,-0.9,-0.1,-1.4,0.3,-1.3,0.3,0.1,0.0,-1.2,-1.1
DAGLB inhibitor,1.1,2.8,-1.5,3.9,-3.3,-0.3,-2.5,-0.9,-0.1,2.5
LANA DNA inh,1.7,3.4,0.5,-1.8,0.4,2.1,0.2,0.1,-2.3,-0.4
PKA-R2B activ,-8.1,-3.0,0.1,0.4,-3.2,0.7,7.3,-4.7,-8.0,5.1
Keap1-Nrf2 PPI,-0.6,-1.7,1.0,-3.3,2.3,0.1,0.0,-0.7,-4.3,-2.6
SR-BI DiI-HDL act,1.4,-9.6,-3.1,-3.1,1.5,-24.1,7.8,5.6,-5.0,2.3
Rtt109 Vps75,-4.1,3.0,2.2,6.6,14.3,0.8,-3.4,-4.5,5.0,8.6
CAL PDZ FP-2,-1.7,-0.8,-2.0,·,2.0,-2.2,-3.3,2.2,-2.7,3.5
cardiac RTF act,3.3,7.3,8.1,3.7,3.9,-11.8,1.3,-2.4,-2.9,-1.5

21) COCCNC(=O)CS(=O)(=O)Cc1nc(-c2ccc(C)cc2)oc1C
22) CCn1c(CNC(C)=O)nnc1SCC(=O)c1ccc(Br)cc1
23) CCC(C)NC(=S)Nc1ccc2nc(N3CCOCC3)cc(C)c2c1 (centres undefined)
24) CC(=O)N(Cc1ccc(Cl)cc1)c1cnccn1
25) O=C(c1ccc(F)cc1)N(C(=O)c1ccc(F)cc1)c1ncccn1
26) CC1Sc2ccc(C(=O)N3CCCC(C(F)(F)F)C3)cc2NC1=O (centres undefined)
27) CCC(C)NC(=S)Nc1ccccc1OC (centres undefined)
28) CCC(/C=N/NC(=O)c1ccccc1F)CC
29) O=c1[nH]c2ccccc2cc1CN(CC1CCCO1)S(=O)(=O)c1ccccc1 (centres undefined)
30) CCOC(=O)C1=C(C)N(CCCCCC(=O)O)C(=O)NC1c1ccccc1OS(=O)(=O)c1ccc(C)cc1 (centres undefined)

entry no.,21,22,23,24,25,26,27,28,29,30
RTF Ca sens inh,-1.2,-3.5,-4.9,1.3,-4.6,-17.7,0.2,-1.4,-12.4,1.1
CAL PDZ FP-1,0.1,0.5,0.7,-0.1,-1.5,-4.1,-0.1,-1.2,-0.3,-0.6
DAGLB inhibitor,1.0,1.6,-0.1,0.9,-1.0,-0.2,-3.1,0.1,-0.6,7.3
LANA DNA inh,1.8,-1.2,1.9,-1.1,-0.8,1.0,-1.5,0.0,1.7,0.3
PKA-R2B activ,-0.8,2.3,-0.1,-5.5,1.1,-1.1,-3.9,-5.3,10.6,-4.5
Keap1-Nrf2 PPI,-3.3,-2.9,-2.8,0.3,-6.7,-2.5,0.6,-5.2,2.0,2.6
SR-BI DiI-HDL act,12.5,13.8,-21.6,2.7,21.7,-1.3,18.5,15.7,26.2,2.3
Rtt109 Vps75,2.5,10.0,3.9,-2.3,2.7,-1.7,6.4,-3.0,-5.2,-2.3
CAL PDZ FP-2,·,-6.7,0.2,4.7,-1.6,-1.9,-2.8,-3.2,66.0*,-1.6
cardiac RTF act,2.0,4.8,5.1,-7.8,0.8,-1.2,-3.8,8.7,-1.6,-8.9

31) Cc1cc(C)c(CSc2ncnc3nc[nH]c23)c(C)c1
32) Cc1ccc(C(=O)/C=C/Nc2ccc3c(c2)OCO3)cc1
33) CCc1nn2cc(C(=O)c3cc(Cl)ccc3O)cnc2c1-c1ccc(F)cc1
34) Cn1c(=O)n(C/C=C/c2ccccc2)c(=O)c2c1nc1n2CCCN1c1ccc(F)cc1
35) COc1ccc(S(=O)(=O)n2nc(-n3c(C)ccc3C)c3c(F)cccc32)cc1OC
36) O=C(c1ccc([N+](=O)[O-])o1)N1CCCCCC1
37) O=C(NCCc1ccccc1)C1CCN(S(=O)(=O)c2cccnc2)CC1
38) Cc1cc(C)n(-c2cc(Cl)cc(Cl)c2)c(=O)c1C#N
39) Cc1ccc2c(c1)[C@H]1[C@H](CO2)[C@H](c2ccccc2)[C@]2(C)C(=O)Nc3ccc(Br)cc3C(=O)N12
40) Cc1ccc(S(=O)(=O)N2CCCCC2)cc1C(=O)N(CCc1ccccc1)Cc1ccccc1

entry no.,31,32,33,34,35,36,37,38,39,40
RTF Ca sens inh,-9.2,-1.3,-2.3,-7.3,-0.1,-2.5,-5.5,1.3,-12.6,-7.9
CAL PDZ FP-1,-0.6,0.8,0.3,-1.7,-1.1,-0.7,-0.8,-0.3,-1.2,-2.6
DAGLB inhibitor,-3.8,-8.8,-1.4,-1.9,-7.8,-1.8,0.8,-2.7,-5.8,-8.2
LANA DNA inh,0.5,1.7,-0.6,0.0,-2.4,-1.5,1.2,-0.3,2.6,2.6
PKA-R2B activ,-7.1,-3.1,3.1,5.6,-6.3,-10.9,-1.1,5.8,0.7,-4.3
Keap1-Nrf2 PPI,-5.6,4.5,-3.3,-2.2,1.0,-0.5,-4.7,-1.2,-5.3,-4.7
SR-BI DiI-HDL act,-18.6,0.5,5.0,-8.9,-4.3,13.9,12.6,·,-0.7,12.7
Rtt109 Vps75,-4.8,-7.0,-3.4,4.4,-4.7,-5.7,2.0,-10.3,1.4,-0.6
CAL PDZ FP-2,-3.9,9.1,-3.6,-4.7,3.2,0.7,-8.8,0.1,3.4,-1.5
cardiac RTF act,-2.0,-1.4,-6.0,-0.1,-1.7,-1.9,-2.7,1.9,7.4,-7.4

# Shown with values under each structure: part of the list above.
# Below each compound – RTF Ca sens inh, CAL PDZ FP-1, DAGLB inhibitor, LANA DNA inh, PKA-R2B activ, Keap1-Nrf2 PPI, SR-BI DiI-HDL act, Rtt109 Vps75, CAL PDZ FP-2, cardiac RTF act
36. O=C(c1ccc([N+](=O)[O-])o1)N1CCCCCC1
 : -2.5, -0.7, -1.8, -1.5, -10.9, -0.5, 13.9, -5.7, 0.7, -1.9
37. O=C(NCCc1ccccc1)C1CCN(S(=O)(=O)c2cccnc2)CC1
 : -5.5, -0.8, 0.8, 1.2, -1.1, -4.7, 12.6, 2.0, -8.8, -2.7
38. Cc1cc(C)n(-c2cc(Cl)cc(Cl)c2)c(=O)c1C#N
 : 1.3, -0.3, -2.7, -0.3, 5.8, -1.2, ·, -10.3, 0.1, 1.9

# (further entries)
41) CCc1nnc(NC(=O)CSc2nnc(-c3ccc(NS(=O)(=O)c4ccccc4)cc3)o2)s1
42) CCNC(=O)CN(C1CCCCC1)S(=O)(=O)c1ccc(F)cc1
43) CC(C)(C)c1nc2c(s1)CCc1onc(-c3ccc(Br)cc3)c1-2
44) CN(C)S(=O)(=O)c1cccc(NC(=O)CN2C(=O)NC(CCc3ccccc3)C2=O)c1 (centres undefined)
45) COc1ccc(C(=O)N2CCC(O)(c3ccc(F)cc3)CC2)cc1OC
46) COc1ccccc1-c1sc2cc3c(cc2c1-c1ccc(OCCN2CCCCC2)cc1)OCO3

entry no.,41,42,43,44,45,46
RTF Ca sens inh,8.0,13.0,-12.6,-9.7,-10.1,7.1
CAL PDZ FP-1,-2.2,-2.2,0.8,-2.8,-1.1,-3.4
DAGLB inhibitor,3.8,0.7,0.3,-2.1,3.3,0.3
LANA DNA inh,-2.0,0.3,1.2,-0.1,0.3,0.5
PKA-R2B activ,-0.3,-2.4,-1.8,4.5,-17.0,-7.7
Keap1-Nrf2 PPI,-6.7,-2.8,-2.8,1.8,-2.1,1.1
SR-BI DiI-HDL act,14.5,0.8,7.6,0.4,-11.7,-2.4
Rtt109 Vps75,11.1,-2.9,-2.0,2.7,7.9,7.2
CAL PDZ FP-2,-3.6,-0.5,-3.9,-6.1,-0.3,-2.5
cardiac RTF act,1.8,-4.3,0.6,2.1,-3.2,-5.1

# Bioassay records as filed in PubChem.
